Source: PubChem
MCL1 BIM primary = inhibitors of human MCL1 binding to BIM-BH3 peptide. inhibition, % at 10.9 µM. GST-MCL1 / FITC-Bim-BH3 fluorescence polarization. 320,000 tested, 0.68% active. Q07820;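 active = inhibition above the mean inhibition of all tested compounds plus 3 SD, set per campaign, cut at about 40% in these data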;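 also: 0% = DMSO wells and 100% = unlabeled Bim-BH3 peptide control; higher means more loss of mP so more displacement of Bim peptide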
Bcl-xL primary = Bcl-xL (human) inhibition. GST-Bcl-xL / FITC-Bim BH3 peptide fluorescence polarization. inhibition, % at 10.9 µM. 320,000 tested, 0.7% active. AID 2129;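 active = inhibition above the mean of all tested compounds plus 3 SD, cutoff set per campaign, cut at about 30% in these data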;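 also: 0% = DMSO wells and 100% = unlabeled Bim-BH3 peptide competitor; inhibitors lower millipolarization by displacing the labeled peptide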
Target sequence (Q07817 whole entry, looked up): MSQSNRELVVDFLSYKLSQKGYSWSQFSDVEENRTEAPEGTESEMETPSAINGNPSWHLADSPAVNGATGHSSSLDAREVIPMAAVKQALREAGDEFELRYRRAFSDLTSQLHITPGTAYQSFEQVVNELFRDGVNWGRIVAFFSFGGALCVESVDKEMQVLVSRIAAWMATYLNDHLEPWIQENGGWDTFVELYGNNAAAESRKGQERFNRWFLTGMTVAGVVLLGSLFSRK
GLD-1 TGE inh = GLD-1-TGE RNA interaction inhibition (C. elegans) | Q17339 | purified GLD-1 + fluorescein TGE RNA, fluorescence polarization | inhibition, % at 5.96 µM | 320,000 tested, 0.44% active;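 active = percent inhibition above a per-plate cutoff, the plate mean of test compounds plus 3 SD, cut at about 30% in these data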;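 also: 0% = DMSO wells with GLD-1 and probe and 100% = wells lacking GLD-1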
Yeast superoxide = lowers age-related superoxide in aged yeast cells; S. cerevisiae aged cells, superoxide DHE fluorescence; stronger effect = lower value; superoxide response (% of plate mean), % at 10 µM; 330,000 tested, 0.18% active; AID 2690;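 active = superoxide response under a set limit, about three screen SD below normal, cut at about 65% in these data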;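 also: yeast aged for seven days with compound at 30 °C before DHE staining; 100% = average MFI of all compound-treated wells on the plate with controls excluded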
VLA-4 inh = inhibition in a human VLA-4 binding assay. P13612. inhibition, % (about 7 µM as worked out from the volumes in the protocol). 330,000 tested, 0.2% active. VLA-4 expressing cells, ligand binding flow cytometry. AID 2557; in the data active = inhibition above about 50%
MEX-5 binding = C. elegans MEX-5 TCR-2 RNA binding activity; Q9XUB2; MEX-5/FITC-TCR2 RNA binding, fluorescence polarization; stronger effect = lower value; activity score (negative = inhibition of binding), % at 10 µM; 300,000 tested, 0.38% active;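 active = inhibition past about -25% in most replicates, and total fluorescence under double the plate's negative control median, limit read from the data; inconclusive = replicates evenly split on the limit, or fluorescence at least double controls; inactive = too little inhibition in most replicates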;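 also: 0% = DMSO and -100% = 5 µM competing unlabeled TCR2 RNA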
CIT2 TOR yeast = alters CIT2-GFP fluorescence in TOR pathway yeast screen; S. cerevisiae CIT2-GFP strain, flow cytometry, 3 h; 100 means same as DMSO wells; GFP response vs DMSO, % at 10 µM; 320,000 tested, 0.065% active;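 active = GFP response relative to DMSO above a set limit, near the screen mean plus 3 SD, cut at about 150% in these data; inconclusive = Fewer than 70 cells measured for a yeast strain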;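 also: ratio of well median GFP fluorescence to mean of DMSO wells on the plate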
GRK2 aptamer HTS = human GRK2 inhibition via aptamer displacement. bead flow cytometry, FAM-aptamer displacement from GRK2. inhibition of aptamer binding, % at 10 µM. 330,000 tested, 0.59% active. P25098;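 active = inhibition of aptamer binding above 40%, roughly 3 SD of noise, on plates passing a quality check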;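 also: median bead fluorescence of bound FAM aptamer so fluorescent compounds give negative values; no value below 0 was filed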
Target sequence (P25098 whole entry, looked up): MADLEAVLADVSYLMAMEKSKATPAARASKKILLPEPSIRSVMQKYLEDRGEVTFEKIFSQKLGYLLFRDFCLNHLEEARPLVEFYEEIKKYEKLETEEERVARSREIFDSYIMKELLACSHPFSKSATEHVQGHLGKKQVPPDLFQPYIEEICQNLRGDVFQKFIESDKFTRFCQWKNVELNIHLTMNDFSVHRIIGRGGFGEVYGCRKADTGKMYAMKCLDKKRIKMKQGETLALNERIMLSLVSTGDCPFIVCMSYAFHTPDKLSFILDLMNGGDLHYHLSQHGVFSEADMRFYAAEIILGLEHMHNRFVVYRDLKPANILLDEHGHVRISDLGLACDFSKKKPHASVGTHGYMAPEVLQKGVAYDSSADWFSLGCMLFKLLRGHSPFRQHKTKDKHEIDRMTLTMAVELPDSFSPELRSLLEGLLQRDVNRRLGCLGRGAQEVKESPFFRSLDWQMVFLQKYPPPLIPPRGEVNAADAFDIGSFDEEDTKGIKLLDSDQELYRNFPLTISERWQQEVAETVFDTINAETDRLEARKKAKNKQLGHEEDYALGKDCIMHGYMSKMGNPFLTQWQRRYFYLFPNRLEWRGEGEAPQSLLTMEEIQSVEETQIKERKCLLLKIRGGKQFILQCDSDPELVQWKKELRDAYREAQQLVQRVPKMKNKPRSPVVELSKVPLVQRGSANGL
AGP1 TOR yeast = yeast TOR pathway AGP1-GFP modulation; S. cerevisiae AGP1-GFP multiplex flow cytometry, 3 h; GFP as percent of DMSO wells; GFP response vs DMSO, % at 10 µM; 320,000 tested, 0.02% active;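 active = GFP response relative to DMSO above a set limit, near screen average plus 3 SD, cut at about 150% in these data; inconclusive = fewer than 70 cells counted for the yeast strain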;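 also: median GFP channel fluorescence of the gated AGP1 strain per well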
Numbers without * were called inactive; ? = inconclusive; . = not tested or not shown; [ ] = dose if it differs, or a comment. Rows were taken by chance; any-hit rate near 2.1%.

smiles	MCL1 BIM primary	Bcl-xL primary	GLD-1 TGE inh	Yeast superoxide	VLA-4 inh	MEX-5 binding	CIT2 TOR yeast	GRK2 aptamer HTS	AGP1 TOR yeast
CCC(=O)OCC(=O)Nc1ccc([N+](=O)[O-])cc1OC	10	7	-6	110	-5	0.2	94	3	84
Cc1cccc(NC(=S)N2CCCCCC2)c1C	.	.	.	92	-10	.	92	0	99
COc1cccc(NC(=O)CSC2=NN3CCCC(=O)N=C3S2)c1	2	2	5	97	15	0.4	102	3	100
CC(C)(C)[C@H]1COC(=O)[C@@H](Cc2ccc(F)cc2)CC/C=C/C[C@@H](CC(=O)N[C@H](CO)Cc2ccccc2)C(=O)N1	.	.	2	90	9	.	102	0	109
CCCN(C(=O)COC(=O)CC1CCCCC1)c1c(N)n(Cc2ccccc2)c(=O)[nH]c1=O	-2	-2	8	100	0	1.2	92	0	96
O=C(NNS(=O)(=O)c1ccc(Cl)cc1)NC1CCCCC1	13	7	-5	101	1	4.1	103	0	102
C=CCNC(=O)c1cc(Cl)ccc1[N+](=O)[O-]	2	6	0	104	-6	3.3	128	0	108
CCOc1cc(CO)cc(Br)c1OCC(=O)Nc1ccccc1C	-1	0	-1	107	18	-0.8	103	0	104
CCCCCCCN1C/C=C\C(c2ccc(OC)cc2)N(Cc2ccc(F)cc2)C(=O)[C@H]1Cc1ccccc1 (some centres undefined)	3	5	0	104	27	1.1	98	3	103
N#CCCN(C(=O)COC(=O)c1cccc(S(=O)(=O)Nc2ccc([N+](=O)[O-])cc2)c1)c1ccccc1	7	4	1	115	30	-1.0	109	0	104
Cc1ccc(C)c(-c2csc(N)c2C(=O)OC(C)C)c1	7	8	5	106	18	0.8	86	0	89
Cc1cc(NC(=O)NC(C)(C(F)(F)F)C(F)(F)F)no1	-4	1	6	113	4	2.6	.	3	.
CCN(CC)C(=O)Oc1ccc(Cl)c2ccccc12	4	2	3	96	-6	2.0	99	0	100
CSCCC(NC(=O)c1ccccc1)C(=O)Nc1ccncc1 (centres undefined)	5	0	-2	87	2	.	108	3	112
O=C(O)c1ccc2cccc(Cl)c2c1O	18	9	2	130	15	-0.2	110	0	96
O=C(COC(=O)c1ccccc1Cl)NC(=O)NCc1ccccc1	17	1	1	112	10	1.0	96	1	93
CC(=O)c1ccc(N2CCN(C(=O)Nc3cccc(F)c3)CC2)cc1	0	2	-4	98	12	-1.2	92	4	?
Cc1cc(Oc2ccccc2)nc(N2CCOCC2)n1	10	3	2	91	-2	0.5	101	0	93
CCOCCCn1c(SCC(=O)N2CCOCC2)nc2ccccc2c1=O	2	4	2	97	3	0.9	106	0	101
CCCn1c(SCC(=O)N2CCCCC2)nc2c1c(=O)n(C)c(=O)n2C	2	1	-2	100	-1	1.2	103	0	107
Cc1cc(=O)oc(C)c1C(=O)NCC(C)C	0	4	-2	97	11	-0.6	98	0	104
Cc1c([N+](=O)[O-])cc(C(=O)Nc2ccc(NC(=O)c3ccco3)cc2)cc1[N+](=O)[O-]	0	-1	3	84	9	1.8	106	3	105
C=CCNC(=O)NC(=O)COC(=O)c1cccnc1SC	6	0	3	91	8	0.8	116	1	.
Cc1ccc(CC(CC(=O)Nc2cccc(C(F)(F)F)c2)C(=O)O)cc1 (centres undefined)	-1	-1	3	118	17	-1.9	102	0	101
Cc1c(C(=O)N2CCCC2)sc(NC(=O)c2ccco2)c1C#N	1	0	0	92	-1	1.0	105	0	96
O=C(NCc1ccc2c(c1)OCO2)C12CC3CC(CC(C3)C1)C2	7	19	-2	99	0	1.1	93	3	94
Cc1ccc(C2=Nc3ccccc3N=C(c3ccc([N+](=O)[O-])cc3)C2)c(O)c1	6	2	10	114	-3	0.4	103	0	100
C#CCOCCOCCOCCNc1nc(N2CCN(C(=O)CCCCCCCCCCNC(=O)[C@H]([C@@H](C)CC)n3cc(CCCCN=C(N)N)nn3)CC2)nc(N2CCN(C(=O)CCCCCCCCCCNC(=O)[C@@H]([C@H](C)O)n3cc(C)nn3)CC2)n1	6	4	-2	93	-9	.	75	0	84
CCOC(=O)C(C)Sc1cc(CS(=O)(=O)c2ccccc2)nc(-c2ccccc2)n1 (centres undefined)	2	0	9	103	3	3.2	103	0	101
COc1ccccc1N(CC(=O)NC1CCCCC1)C(=O)CCC(=O)Nc1nccs1	1	4	-1	92	1	0.6	102	0	103
O=S(=O)(C=C(c1ccccc1)c1ccccc1)c1ccccc1	-2	2	7	105	0	-3.4	95	0	99
CC(=O)Nc1cccc(C(=O)NC2CCCc3c2cnn3-c2ccc(C(C)(C)C)cc2)c1 (centres undefined)	4	7	-7	98	4	1.3	98	2	100
O=C(c1ncn[nH]1)N1CCN(c2nc(-c3ccccc3)cs2)CC1	-11	-5	7	99	-7	2.4	107	1	103
CC(=O)c1ccc(S(=O)(=O)Nc2cccc(-c3cn4c(n3)SCC4)c2)cc1	-7	-2	6	76	-1	0.7	107	2	101
COCCCNC(=O)CSc1nc2ccccc2c(=O)n1CCCN1CCCCC1	6	6	-9	93	4	1.1	102	1	100
Cc1c(C(=O)N2CCCCC2)c(S(=O)(=O)NCc2ccccc2Cl)c(C)n1C	1	3	2	88	-3	-2.1	103	2	101
Cc1ccc(S(=O)(=O)N/N=C2/CC(=O)CC(C)(C)C2)cc1[N+](=O)[O-]	5	13	2	100	-7	0.1	112	4	112
CN1C(=O)N(C)C2(c3ccccc3)Nn3c(s/c(=C/c4ccccc4F)c3=O)=NC12c1ccccc1 (centres undefined)	-2	-4	4	75	8	-2.4	94	0	91
CC(=O)c1cccc(NC(=O)C(C)OC(=O)CCc2nc3ccccc3c(=O)[nH]2)c1 (centres undefined)	.	.	0	96	7	.	98	1	98
O=C(COC(=O)c1cc(Br)ccc1Cl)NC(=O)NCc1ccccc1	9	5	7	95	7	1.2	98	1	101
COc1ccccc1CNC(=O)COC(=O)c1c(C)nn(-c2ccccc2)c1Cl	4	2	7	112	9	1.2	.	0	93
Cc1ccc(S(=O)(=O)NCCc2c[nH]c3ccccc23)cc1	0	2	-7	95	5	0.6	106	0	109
O=C(Nc1ccccc1)c1[nH]ncc1[N+](=O)[O-]	1	-2	4	96	13	-1.1	94	3	93
COc1cc(/C=N/NS(=O)(=O)c2ccc3ccccc3c2)ccc1OCc1ccc(C(=O)O)cc1	6	8	3	103	7	-1.5	99	0	107
Cc1[nH]nc(N)c1N=Nc1ccc(Br)cc1	7	1	-5	118	0	-1.1	87	1	98
COc1cc(CN2CCN(Cc3ccc(SC)cc3)CC2)cc(OC)c1O	-3	5	1	110	1	-1.0	106	1	104
CCOc1ccc(N(CC(=O)NC2CCC(C)CC2)S(=O)(=O)c2c(C)noc2C)cc1 (centres undefined)	-3	4	-1	125	3	2.3	107	2	105
Cc1cccc(/C=N/NC(=O)NC23CC4CC(CC(C4)C2)C3)n1	2	1	1	97	-5	-0.8	107	0	104
COC(=O)c1[nH]c2ccccc2c1NC(=O)c1ccccc1F	-1	3	8	99	-5	5.0	92	1	105
O=C(NCc1ccccc1)C1=C[C@@H](c2ccc3c(c2)OCO3)C[C@@H](OCCCCO)O1	12	10	-4	96	-2	0.3	123	0	93
CCC(NC(=O)NNC(N)=S)(C(F)(F)F)C(F)(F)F	13	2	7	110	4	1.2	.	0	.
c1ccc(N=C(c2cccs2)N2CCOCC2)cc1	-4	2	4	104	10	-0.4	99	0	94
Cc1ccc(CNC(=O)CN2CCCC(C)C2)cc1 (centres undefined)	12	3	1	101	8	1.1	96	0	106
COc1ccccc1CNS(=O)(=O)c1ccc2c(c1)CC(C)N2C(=O)C1CCC1 (centres undefined)	-10	-2	6	107	2	-1.3	105	0	112
Cc1ccc(-c2csc(NC(=O)C3=COCCO3)n2)cc1C	4	-1	6	96	16	3.1	71	0	72
CCN1C(=O)N(C)[C@@H](c2ccccc2)C(C(C)=O)=C1C	-4	1	5	96	-4	-0.6	96	2	104
CSc1ccc(CN(C)C(=O)c2cc(Cl)c3c(c2)OCCO3)cc1	-2	1	1	94	1	-1.0	104	0	101
COC(=O)C1(O)CC(CC(C)C)=NN1C(=O)c1ccccc1 (centres undefined)	10	3	4	110	12	-0.6	100	0	97
O=C(NCC1CCCO1)NC1(C(F)(F)F)Oc2ccccc2O1 (centres undefined)	5	3	5	102	8	-0.5	97	0	103
O=S(=O)(c1ccc(Br)cc1)c1nc(-c2ccccc2)oc1NCc1cccnc1	-3	-1	4	100	16	-3.1	89	0	87

Next results.
smiles	MCL1 BIM primary	Bcl-xL primary	GLD-1 TGE inh	Yeast superoxide	VLA-4 inh	MEX-5 binding	CIT2 TOR yeast	GRK2 aptamer HTS	AGP1 TOR yeast
Cc1ccc(C(C)C)cc1OCC(=O)Nc1nnc(C2CC2)s1	.	.	1	109	-10	.	106	4	99
COC(=O)c1csc2c(C(F)(F)F)cc(N3CCN(C(=O)Nc4ccccc4)CC3)nc12	3	4	-1	86	2	-3.5	?	0	31[may fluoresce violet]
O=C(Nc1ccc(Br)cc1)c1cnccn1	7	8	3	108	13	-3.5	71	0	76
Cc1cc(Br)ccc1OCCOCCN1CCCC1	-3	5	6	104	5	-0.8	100	0	98
CC(C)c1ccc(OCC(=O)NC2=NCCS2)cc1	1	3	-2	99	0	-1.1	111	0	108
COc1ccc(CNC(=O)Nc2cc(C)cc(C)c2)cc1	1	4	-1	107	3	2.7	90	0	100
CCCN(CCC)CCCNC(=O)CCNS(=O)(=O)c1ccc(Br)cc1	7	1	-8	95	-1	.	112	1	107
Cc1cc(O)c(C(C[N+](=O)[O-])c2ccc(Cl)cc2)c(=O)o1 (centres undefined)	-8	-7	3	117	-4	-0.1	90	2	89
CCOc1ccc(S(=O)(=O)N2CCCCC2)cc1NC(=O)C1CCC1	-1	3	5	103	22	-1.4	89	2	100
CCOC(=O)C1=C(COC(=O)c2ccccc2[N+](=O)[O-])NC(=O)NC1C (centres undefined)	0	0	1	111	-13	2.2	109	4	113
CC(C)Oc1ccc(S(=O)(=O)N2CCOCC2)cc1NC(=O)C1=COCCO1	-9	-1	1	99	-9	2.3	105	0	111
O=C(COC(=O)Cc1ccsc1)NC(c1ccccc1)c1ccccc1	3	2	4	96	6	1.3	95	14	94
COc1cc(/C=C/C(=O)OCC(=O)N(C)Cc2ccccc2)cc(OC)c1OC	.	.	2	98	1	.	102	4	102
Cc1ccc[n+](C(C)C(=O)Nc2ccc([N+](=O)[O-])cc2C)c1 (centres undefined)	-1	3	6	83	4	-0.7	92	0	82
C=CCN(c1ccccc1Cl)S(=O)(=O)c1cccc(C(=O)OCC(=O)N(C)C2CCS(=O)(=O)C2)c1 (centres undefined)	-5	0	-3	101	-14	-1.6	95	0	106
Nc1nc2ccccc2cc1-c1cccs1	-2	-3	-4	97	4	1.5	109	0	99
COc1ccc(-c2n[nH]c(=S)o2)c(OC)c1	-8	-20	5	121	6	2.4	96	0	95
Cc1ccc(C)n1Cc1ccc(C(=O)O)cc1	92*	41*	22	117	1	.	105	88*	109
